Screening results (PubChem)
Hsp90 Hop PPI: qHTS Assay for Disrupters of an Hsp90 Co-Chaperone Interaction. AlphaScreen TPR2A-His6 binding biotin-Hsp90 C-terminal peptide. Potency, µM (doses to about 57 µM), inactives show top-dose activity change, negative = inhibition. actives 0.44% (n = 71,000). Hsp90 C-terminal peptide / TPR2A (Hop) interaction, human; active = well fitted curve in either direction with a large enough effect; inconclusive = small, poorly fitted or top-dose-only effect, or another doubt; note: potency is the fitted concentration of half-maximal effect; % is set by controls: 0 for no effect and ±100 for the full control effect; many of its hits are not listed in these tables
ALOX15 inhib: qHTS Assay for Inhibitors of 15-hLO (15-human lipoxygenase). purified 15hLO-1, xylenol orange hydroperoxide absorbance. Potency, µM (highest dose often 57.1 µM), for the others: at the top dose activity change, negative = inhibition, actives largely listed as inhibitors. actives 1.4% (n = 74,000). AID 887, 2007; note: potency is the fitted concentration of half-maximal effect; % is set by controls: 0 for no effect and ±100 for the full control effect; nearly all actives have a fitted effect of over 55% in size
Target sequence (P16050 whole entry, looked up): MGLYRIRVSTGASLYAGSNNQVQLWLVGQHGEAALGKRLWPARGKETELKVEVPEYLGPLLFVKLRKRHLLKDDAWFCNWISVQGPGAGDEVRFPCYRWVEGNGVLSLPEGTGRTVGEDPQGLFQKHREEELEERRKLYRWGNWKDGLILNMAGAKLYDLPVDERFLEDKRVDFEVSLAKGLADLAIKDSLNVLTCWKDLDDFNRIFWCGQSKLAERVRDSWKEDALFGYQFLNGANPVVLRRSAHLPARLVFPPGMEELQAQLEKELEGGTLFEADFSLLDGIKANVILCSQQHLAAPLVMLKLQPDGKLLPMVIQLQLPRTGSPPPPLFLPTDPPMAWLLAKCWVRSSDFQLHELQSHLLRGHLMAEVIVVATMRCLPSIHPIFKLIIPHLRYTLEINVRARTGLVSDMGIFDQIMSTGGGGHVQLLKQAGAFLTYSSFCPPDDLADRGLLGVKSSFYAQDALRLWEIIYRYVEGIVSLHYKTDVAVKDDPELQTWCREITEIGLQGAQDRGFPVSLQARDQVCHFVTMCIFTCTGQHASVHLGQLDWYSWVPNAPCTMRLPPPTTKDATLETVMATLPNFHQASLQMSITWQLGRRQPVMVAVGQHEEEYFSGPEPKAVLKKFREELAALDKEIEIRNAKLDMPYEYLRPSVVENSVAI
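40 nM 15hLO-1 + cpd, 15 min RT; start w/ 50 uM AA (final), 6 min RT; stop/detect w/ 200 uM XO + 300 uM Fe(II) in 50 mM H2SO4, 30 min; A573/A405. Buffer 25 mM Hepes pH 7.5, 0.01% Triton X-100. No-enzyme wells as negative control.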
HBB splicing: qHTS Assay for Modulators of Hemoglobin Beta Chain Splicing. HBB splicing reporter cell assay, activation; EGFP reporter with mutant IVS2-654 intron; response scale: normalised to 500 nM splice-correcting PNA. Potency, µM (titrated, usually from 46.1 µM), for inactives: at the top dose activation, usual class: activators. actives 0.06% (n = 65,000); note: potency is the fitted concentration of half-maximal effect; 0% is about no effect
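HeLa cells stably expressing EGFP interrupted by mutant beta-globin intron 2 (IVS2-654), 500/well in 2% FCS. Treated with compound for 2 days at 37C. Splicing correction scored as total well GFP intensity (488 nm excitation, 500-520 nm emission); 500 nM antisense PNA served as control.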
4-MU autofl: qHTS Assay for Spectroscopic Profiling in 4-MU Spectral Region | compound autofluorescence, 340/450 nm, 4-MU equivalents; stronger effect = higher value | AID 589, 2007 | actives 11% (n = 59,000) | max dye-equivalent concentration, M; in the data active = max dye-equivalent concentration above about 10 nM; inconclusive = mostly about 1.1 nM to 9.6 nM
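Compounds in 100 mM Tris, pH 8.0, incubated 15 min at room temperature, then fluorescence read at 340 nm excitation/450 nm emission. Signal converted to 4-MU dye-equivalent concentration using an on-plate six-point 4-MU standard curve.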
Rhodamine fluor: qHTS Assay for Spectroscopic Profiling in Rhodamine Spectral Region; Rhodamine-region fluorescence, 547/598 nm, Tris buffer; stronger effect = higher value; max dye-equivalent concentration, M; actives 0.05% (n = 59,000); in the data active = max dye-equivalent concentration above about 11 nM; inconclusive = between about 1.1 nM and that limit
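Intensities are converted to rhodamine-equivalent concentration using a six-point rhodamine standard on each plate. Compounds sit 15 min at room temperature in 100 mM Tris buffer, pH 8.0; read uses the 547/598 nm excitation/emission pair.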
Epigenetic mod: qHTS Assay for Epigenetic Modulators; Potency, µM (highest dose often 46.1 µM), inactives show at the highest dose GFP derepression (activation); mouse C127i GFP locus derepression, cytometry, 30 h; actives 0.09% (n = 68,000); AID 597, 2007; note: % of control where 0% means no effect
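Read-out is the number of GFP-positive cells, scored as fluorescent objects 20 to 120 um wide, reflecting derepression of a silenced CMV-GFP reporter in murine C127i cells after 30 h compound exposure at 37 C.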
Fluorescein fluor: qHTS Assay for Spectroscopic Profiling in Fluorescein Spectral Region; max fluorescein-equivalent concentration, M; actives 0.91% (n = 59,000); Compound autofluorescence, 480/540 nm, fluorescein-equivalent; stronger effect = higher value; in the data active = max fluorescein-equivalent concentration above about 10 nM; inconclusive = between about 1.1 nM and that limit
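Each compound is tested across a concentration series in 100 mM Tris buffer at pH 8.0. After 15 min at room temperature, plates are imaged with 480 nm excitation and 540 nm emission filters, and intensities are converted to fluorescein-equivalent values.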
Texas Red fluor: qHTS Assay for Spectroscopic Profiling in Texas Red Spectral Region | Compound fluorescence, Texas Red channel, 547/618 nm; stronger effect = higher value | max dye-equivalent concentration, M | actives 0.06% (n = 59,000); in the data active = max dye-equivalent concentration above about 10 nM; inconclusive = between about 1.1 nM and that limit
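Pin-transferred compounds and Texas Red standards go into 100 mM Tris buffer, pH 8.0. After 15 min at room temperature, plates are imaged with 547/618 nm filters. Each value is a dye-equivalent concentration derived from the per-plate dye curve.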
HADH2 inh: qHTS Assay for Inhibitors of HADH2 (Hydroxyacyl-Coenzyme A Dehydrogenase, Type II) | actives 3.4% (n = 73,000) | Potency, µM (highest dose often 57.1 µM), inactives show at the highest dose activity change, negative = inhibition, usual class: inhibitors | recombinant HADH2, NADH fluorescence, beta-hydroxybutyryl-CoA | 3-hydroxyacyl-CoA dehydrogenase type-2 (Homo sapiens), Q99714; note: potency is the fitted concentration of half-maximal effect; % is set by controls: 0 for no effect and ±100 for the full control effect; nearly all actives have a fitted effect of over 60% in size; many of its hits are not listed in these tables
Target sequence (Q99714 whole entry, looked up, one chain of several): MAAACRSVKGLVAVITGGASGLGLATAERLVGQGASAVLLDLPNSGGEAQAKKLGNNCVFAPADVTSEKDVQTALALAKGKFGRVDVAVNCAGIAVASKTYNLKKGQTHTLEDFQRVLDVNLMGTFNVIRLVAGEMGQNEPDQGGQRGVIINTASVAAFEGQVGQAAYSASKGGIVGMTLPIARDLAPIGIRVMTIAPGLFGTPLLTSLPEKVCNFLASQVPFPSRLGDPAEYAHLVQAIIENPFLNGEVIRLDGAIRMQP
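Read-out: 360 nm excitation, 450 nm emission, kinetic over 4 min. Conditions: His-tagged human HADH2 20 nM, pH 9.0 Tris with Tween-20, 1 mM NAD+, 90 uM beta-hydroxybutyryl-CoA.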
Ub-GFP proteasome: Ubiquitin-GFP Assay; Ubiquitin-GFP reporter cells, proteasome inhibition, GFP fluorescence; response scale: untreated = 0%, 10 µM MG-132 = 100%; Potency, µM (highest dose often 45.9 µM), without a hit: at the top dose activation (GFP accumulation), hits mostly activators; 67,000 tested, under 10 active; active = well fitted activation curve with a large enough effect, not every such curve was filed as active; inconclusive = small, poorly fitted or top-dose-only effect, or another doubt; inactive = no such curve, though single readings can be large or run the other way; note: potency is the fitted concentration of half-maximal effect
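GFP accumulation read-out: laser plate cytometry counting ubiquitin(G76V)-GFP-expressing U2OS cells after 4 hr compound exposure at 37 °C. Titrations spanned 46 uM to 2.9 nM; 0% = basal, 100% = 10 uM MG-132; concentration-response curves fitted.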
DNA Pol III inh: qHTS Assay for Inhibitors of DNA Polymerase III Holoenzyme System | Potency, µM (highest dose often 57.1 µM), for the others: top-dose activity change, negative = inhibition | actives 0.25% (n = 71,000) | reconstituted DNA polymerase III holoenzyme replication, biochemical; note: potency is the fitted concentration of half-maximal effect; % is set by controls: 0 for no effect and ±100 for the full control effect
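Reconstituted *E. coli* holoenzyme (0.35 nM Pol III, 1 nM beta, 154 nM SSB, 2 nM primase) was preincubated with compound for 15 min at RT. Synthesis on 1.4 nM ssM13Gori ran 35 min, then was stopped with PicoGreen/EDTA and read as dsDNA fluorescence.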
Starred values were filed as active, the others as inactive; i = inactive; ? = inconclusive; · = not tested or not shown; [ ] = dose if it differs, or a comment. Unless noted, calls come from the whole dose curve; as a rule, active = well fitted curve in the direction sought with a large enough effect; inconclusive = small, poorly fitted or top-dose-only effect, or another doubt; inactive = no such curve, though single readings can be large; an effect the other way counts as inactive or inconclusive. Only part of the results is shown (hit frequency here may not be typical).

SMILES	Hsp90 Hop PPI	ALOX15 inhib	HBB splicing	4-MU autofl	Rhodamine fluor	Epigenetic mod	Fluorescein fluor	Texas Red fluor	HADH2 inh	Ub-GFP proteasome	DNA Pol III inh
COc1cccc2cc(-c3nnc(SCC(=O)Nc4nc(C)cs4)n3C)oc12	0%	-10%	-2.1%	i	i	-1%	i	i	38%[activator]	-2%	-4%
CCCc1nc2n[nH]c(N)c2c2c1COC(C)(C)C2	·	·	·	i	i	3%[20.6 µM]	i	i	·	·	·
COC(=O)c1oc2ccc(Br)cc2c1NC(=O)CCN1CCOCC1	0%	5%	-0.2%[57.5 µM]	i	i	1%	i	i	18%	0%	1%
CCOC(=O)Cc1cc(=O)n2[nH]c(C)c(-c3ccccc3)c2n1	-4%	88%[activator]	-0.1%[57.5 µM]	i	i	2%	?	?	-13%	3%	-10%
O=C1OCCC1Sc1nc2ccccc2s1 (stereo unspecified)	2%	-6%	2.3%	i	i	2%	i	i	?	3%	-5%
CC1CCCCN1C(=O)CN1C(=O)CN(C)C(=O)c2ccccc21 (stereo unspecified)	-2%	5%	·	i	i	0%	i	?	-3%	2%	-5%
CC(=O)NC(=O)Nc1sc(=S)n(C)c1C	·	·	·	i	i	0%[20.6 µM]	i	i	·	·	·
Cc1ccccc1-c1nc(CN2CCC(C(=O)NC3CCN(Cc4ccccc4)CC3)CC2)c(C)o1	0%	7%	-1.2%	·	·	-3%	·	·	2%	9%	3%
CCCCNC(=O)c1cc2n(n1)C(C(F)(F)F)CC(c1ccccc1)N2 (stereo unspecified)	·	·	·	i	i	0%[20.6 µM]	i	i	·	·	·
C=CCN1C(=O)CSc2ccc(C(=O)OCC)cc21	0%	-5%	0.3%[57.5 µM]	i	i	5%	i	i	6%	3%	-4%
CCOC(=O)CCc1c(C)c(C#N)c2[nH]c3ccccc3n2c1=O	·	·	·	5.3e-06M*	i	0%[20.6 µM]	i	i	·	·	·
Cc1ccc(Nc2cccccc2=O)cc1	-3%	-7%	0.1%[57.5 µM]	i	i	-2%	?	i	-16%	4%	5%
COc1ccc(S(=O)(=O)Nc2ccc(S(=O)(=O)N3CCCCC3)cc2)cc1	-3%	-4%	·	i	i	0%	i	i	-4%	1%	-6%
COc1cccc2c(=O)c3c(cnn3C)n(C)c12	5%	-2%	·	8.5e-06M*	i	-2%	i	i	?	0%	-12%
Cc1c(NS(=O)(=O)c2ccc(Br)s2)c(=O)n(-c2ccccc2)n1C	-3%	6%	-1.9%	i	i	2%	i	i	3%	7%	1%
CC(=O)OC/C=C(\C)CCC=C(C)C	1%	?	0.5%	·	·	·	·	·	-8%	·	-4%
CCOC(=O)C(NC(C)=O)(Nc1ccc(S(=O)(=O)Nc2nccs2)cc1)C(F)(F)F (stereo unspecified)	-1%	5%	-2.2%[57.5 µM]	i	i	0%	i	i	?	-1%	1%
Cc1ccccc1C(=O)N1CCC(C(=O)Nc2ccc(F)cc2)CC1	-3%	8%	-1.5%	i	i	0%	i	?	7%	0%	1%
CCOC(=O)c1ccc(NC(=O)C2CC2)cc1	-2%	-1%	-1.2%[57.5 µM]	i	i	0%	i	i	4%	7%	-3%
CC(=O)Nc1ccc(-c2cc3ccccc3o2)cc1	·	·	·	i	i	-1%[20.6 µM]	i	i	·	·	·
Cc1ccc2cc(C)c(NCCO)nc2c1	1%	6%	·	i	i	-1%	i	?	7%	0%	-3%
COc1cccc(C2C(C(=O)c3cc4ccccc4o3)=C(O)C(=O)N2c2cc(C)on2)c1OC (stereo unspecified)	-4%	9%	-1.8%[57.5 µM]	i	i	2%	?	i	-21%	-1%	-4%
CC(C)CN(C(=O)c1ccc(=O)n(C)n1)c1nc2ccccc2s1	?	-25%	2.4%	i	i	0%	?	i	19%	6%	0%
Cn1c(=O)c2cc(S(=O)(=O)Nc3cccc(F)c3)ccc2n(C)c1=O	1%	-6%	-0.2%	i	i	0%	i	i	2%	0%	-7%

The final 2 entries of the part before lead into the next.
SMILES	Hsp90 Hop PPI	ALOX15 inhib	HBB splicing	4-MU autofl	Rhodamine fluor	Epigenetic mod	Fluorescein fluor	Texas Red fluor	HADH2 inh	Ub-GFP proteasome	DNA Pol III inh
CC(C)CN(C(=O)c1ccc(=O)n(C)n1)c1nc2ccccc2s1	?	-25%	2.4%	i	i	0%	?	i	19%	6%	0%
Cn1c(=O)c2cc(S(=O)(=O)Nc3cccc(F)c3)ccc2n(C)c1=O	1%	-6%	-0.2%	i	i	0%	i	i	2%	0%	-7%
CCOc1ccc2nc(N3CCC(C(=O)N4CCN(c5ccccn5)CC4)CC3)sc2c1	-10%	1%	-0.5%	·	·	16%	·	·	0%	-4%	-3%
Cc1cc2nc(-c3ccc(SCC(=O)N4CCN(C(=O)c5ccco5)CC4)nc3)[nH]c2cc1C	-11%	-10%	-0.1%[57.5 µM]	2.3e-08M*	i	0%	?	i	?	-2%	-13%
Nc1nc2n[nH]nc2c(=O)[nH]1	1%[26 µM]	21%[25.6 µM]	0.79µM*	1.6e-08M*	i	7%[20.6 µM]	i	?	-18%[25.6 µM]	20%[20.5 µM]	-10%[25.6 µM]
O=C(O)c1ccccc1C(=O)N1CCN(c2cccc(Cl)c2)CC1	2%	11%	0.1%[57.5 µM]	i	i	2%	i	i	2%	-4%	-6%
C/C=C/Cn1c(SCc2ccc(Cl)cc2)nc2c1c(=O)[nH]c(=O)n2C	1%	?	-0.5%[57.5 µM]	i	i	-2%	?	i	?	1%	?
O=C1CC(c2ccc3c(c2)OCO3)C2=C(CCCC2=O)N1 (stereo unspecified)	-2%	5%	-4.2%	i	i	-3%	?	i	-4%	-11%	-3%
CCCCNC(=O)C1c2cc(OC)c(OC)cc2C(=O)N(C)C1c1ccc(OC)cc1 (stereo unspecified)	-2%	6%	-0.5%	i	i	6%	i	i	6%	1%	-7%
Cc1occc1-c1nnc(SCC(=O)c2c(N)n(Cc3ccccc3)c(=O)n(C)c2=O)n1C	2%	1%	1.8%[57.5 µM]	i	i	5%	?	i	-1%	3%	1%
O=c1[nH]c2ccc(Cl)cc2c(-c2ccccc2)c1N1CCOCC1	1%	-4%	-0.3%	·	·	·	·	·	0%	3%	9%
CC(C)N1C(=O)C2C(C(=O)NCc3ccccc3)C3C=CC2(O3)C1C(=O)NC(C)(C)C (stereo unspecified)	-7%	6%	-3.5%	i	i	-1%	?	i	5%	6%	-4%
CN(CP(=O)(O)CN(C)S(C)(=O)=O)S(C)(=O)=O	-3%	2%	-0.7%	i	i	2%	i	i	2%	21%	-3%
O=C(Cc1c[nH]c2ccccc12)N1CCc2ccccc21	-5%	-4%	-0.4%[57.5 µM]	i	i	1%	i	i	2%	-6%	-10%
COc1ccc(C(=O)N2CCN(c3c(C)cccc3C)CC2)cc1OC	-11%	-15%	-0.1%	·	·	·	·	·	-23%	0%	-5%
CCN(Cc1ccccc1)S(=O)(=O)c1ccc(S(=O)(=O)N2CCN(CCC#N)CC2)cc1	-3%	4%	0.5%	·	·	2%	·	·	-8%	3%	-5%
Cc1c(N=Cc2ccc(-c3ccc(Cl)cc3)o2)c(=O)n(-c2ccccc2)n1C	2%	2%	·	i	i	0%	i	i	-9%	3%	2%
Cc1cccc(NC(=O)c2sc3nc(-c4ccc(F)cc4)cn3c2C)n1	-7%	-13%	-1.2%	1.7e-08M*	i	0%	?	i	25µM*	5%	-5%
CCc1ccccc1NC(=O)c1cc(C2CC2)on1	3%	-1%	-1.1%	·	·	-3%	·	·	-6%	3%	-7%
CCOc1cc(CO)ccc1OCC(=O)N1CCCCC1	-1%	-1%	·	i	i	-4%	i	?	16%	-3%	-6%
Cc1nc(CN2CCCC2=NC#N)n(-c2ccccc2)n1	0%	10%	-0.5%	·	·	-3%	·	·	-8%	22%	0%
COc1ccc2nc(SCC(=O)Nc3ccccc3C#N)[nH]c2c1	1%	4%	2.3%	i	i	-3%	?	i	3%	14%	-12%
Cc1nc(CCNC(=O)c2cccs2)cs1	-2%	2%	-0.9%	i	i	0%	i	i	-8%	6%	2%
Cc1cc(NC(=O)CSc2nnc3c(C)cc4cc5c(cc4n23)OCO5)no1	54%	15%	1.3%[57.5 µM]	1.1e-08M*	i	-1%	i	i	?	-5%	-3%
